Assay outcomes as filed in PubChem.
USP2a inhib – blocks human ubiquitin-specific protease USP2a; 0.1% of 60,000 active; O75604; AID 927; USP2a enzymatic assay, qHTS inhibition; Potency, µM (series often up to 38.3 µM), inactives show at the top dose activity change, negative = inhibition, usual class: inhibitors;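 further: potency means the concentration at half of the fitted maximal effect; nearly all actives have a fitted effect of over 60% in size; plate controls were DMSO for no effect and NEM full inhibition control for full effect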
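USP2 core (20nM final) preincubated 30 min RT with compound, then Ub-PLA2 20nM and NBD C6-HPC 20uM final added; buffer 20mM Tris-HCl pH 8.0, 2mM CaCl2. Fluorescence Ex 460/Em 535 read at 0 and 2.5 h; normalized to NEM.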
TexasRed autofl – compound fluoresces in the Texas Red spectral region. Compound fluorescence, Texas Red channel, 547/618 nm; hits give high values. max dye-equivalent concentration, M. 0.06% of 59,000 active. AID 587; in the data active means max dye-equivalent concentration above about 10 nM; inconclusive means between about 1.1 nM and that limit
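Compound titrations in 100 mM Tris pH 8.0 were incubated 15 min at room temperature and read at 547 nm excitation / 618 nm emission. Texas Red six-point standard curve on each plate converted fluorescence to dye-equivalent concentration.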
Fluorescein fluor – fluorescein region autofluorescence; max fluorescein-equivalent concentration, M; 0.91% of 59,000 active; Compound autofluorescence, 480/540 nm, fluorescein-equivalent; hits give high values; in the data active means max fluorescein-equivalent concentration above about 10 nM; inconclusive means between about 1.1 nM and that limit
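Autofluorescence profiling; 100 mM Tris, pH 8.0; incubation 15 min at RT; ex/em 480/540 nm; result as fluorescein-equivalent concentration.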
Rhodamine fluor – rhodamine region autofluorescence | Rhodamine-region fluorescence, 547/598 nm, Tris buffer; hits give high values | max dye-equivalent concentration, M | 0.05% of 59,000 active | AID 594; in the data active means max dye-equivalent concentration above about 11 nM; inconclusive means between about 1.1 nM and that limit
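Compounds in 100 mM Tris buffer, pH 8.0, were incubated 15 min at room temperature, then read at 547 nm excitation and 598 nm emission. Fluorescence was normalized against a per-plate six-point rhodamine standard curve as dye-equivalent concentration.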
HEK293 cAMP ctrl – parental HEK293 cAMP activation (counter-screen). parental HEK293 CNG cAMP sensor, membrane potential fluorescence. Potency, µM (series often up to 57.1 µM), for the others: at the highest dose activation, actives largely listed as activators. 2.5% of 73,000 active; further: potency means the concentration at half of the fitted maximal effect; % of control where 0% means no effect; nearly all actives have a fitted effect of over 55% in size
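Counterscreen for endogenous-receptor signalling: CNG-channel HEK 293 cells report cAMP rise by membrane depolarization. After 60 min dye equilibration with 100 uM RO 20-1724, compounds incubated 30 min before bottom-read fluorescence at 590 nm.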
Casp1 inh – allosteric or competitive inhibitors of human caspase-1; P29466; Caspase-1 enzyme, Ac-WEHD-AFC fluorogenic rate; Potency, µM (highest dose often 57.5 µM), inactives show at the top dose activity change, negative = inhibition, actives largely listed as inhibitors; 0.03% of 75,000 active;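 further: potency means the concentration at half of the fitted maximal effect; plate controls were vehicle for no effect and no substrate for full effect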
BRCT PPI red – disrupts BRCA1 BRCT binding to phosphoprotein, red fluorophore readout; BRCT-phosphopeptide binding, red fluorescence polarization; Potency, µM (series often up to 76.9 µM), for the others: at the top dose activity change, negative = inhibition, usual class: inhibitors; 0.03% of 75,000 active; further: on the % scale 0 is the no-effect control and ±100 the full control effect
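Rhodamine-labelled pBACH1 10-mer (100 nM) bound to BRCT domain (100 nM) at pH 7.3; compounds incubated 12 min room temperature, polarization read. Free peptide defines full inhibition; unlabelled decapeptide titrated as control.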
A350 fluor – A350 region autofluorescence. Compound autofluorescence, 340/450 nm, Alexa 350 dye-equivalents; hits give high values. max dye-equivalent concentration, M. 11% of 59,000 active. AID 590; in the data active means max dye-equivalent concentration above about 10 nM; inconclusive means mostly about 1.1 nM to 9.6 nM
Casp7 inh – allosteric or competitive inhibitors of human caspase-7. P55210. recombinant caspase-7, Ac-DEVD-AFC fluorescence rate. Potency, µM (series often up to 57.5 µM), for inactives: at the top dose activity change, negative = inhibition, actives largely listed as inhibitors. 0.02% of 75,000 active; active means well fitted inhibition curve with a large enough effect in the main read-out, with a control signal flat, not every such curve was filed as active; inconclusive means small, poorly fitted or top-dose-only effect, or a change in a side signal; further: potency means the concentration at half of the fitted maximal effect; % of control where 0% means no effect
BRCT inh green – inhibitors of human BRCA1 BRCT-phosphoprotein interaction (green fluorophore); P38398; BRCA1 BRCT-phosphopeptide binding, green fluorescence polarization; Potency, µM (series often up to 76.9 µM), for inactives: top-dose activity change, negative = inhibition, actives largely listed as inhibitors; 0.05% of 75,000 active;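 further: potency means the concentration at half of the fitted maximal effect; plate controls were peptide without protein for full effect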
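Fluorescence polarization: His-tagged BRCT (~35 kDa BRCA1 C-terminus, 250 nM) bound to 100 nM fluorescein-labeled phosphorylated 10-aa BACH1 peptide, pH 7.3 phosphate buffer with DTT and Tween 20. Compounds incubated 12 min at room temperature; inhibition read as lowered polarization.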
4-MU autofl – 4-MU region autofluorescence. 11% of 59,000 active. compound autofluorescence, 340/450 nm, 4-MU equivalents; hits give high values. max dye-equivalent concentration, M. AID 589; in the data active means max dye-equivalent concentration above about 10 nM; inconclusive means mostly about 1.1 nM to 9.6 nM
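Compounds in 100 mM Tris, pH 8.0, sat 15 min at room temperature before fluorescence was read at 340 nm excitation/450 nm emission; a per-plate six-point 4-MU standard curve converted signals to dye-equivalent concentration at each compound concentration.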
Numbers without * were called inactive; i = inactive; u = inconclusive; x = no result given; [ ] = dose if it differs, or a comment. Unless noted, the call rests on the fitted dose curve; in most records, active means well fitted curve in the direction sought with a large enough effect; inconclusive means small, poorly fitted or top-dose-only effect, or another doubt; inactive means no such curve, though single readings can be large; an effect the other way counts as inactive or inconclusive. An excerpt; rates above refer to the full screens.

SMILES | Casp1 inh | Rhodamine fluor | Fluorescein fluor | HEK293 cAMP ctrl | A350 fluor | USP2a inhib | Casp7 inh | BRCT inh green | TexasRed autofl | BRCT PPI red | 4-MU autofl
CN1/C(=C\C(=O)COC(=O)C2COc3ccccc3O2)C(C)(C)c2ccccc21 (stereo unspecified) | -11% | i | i | 3% | 1.9e-08M* | 10% | -9% | 5.6% | i | 1.4% | 2.1e-08M*
Cc1nc2cnc(N(C)C)nc2n(C2CC2)c1=O | u | i | u | 25% | 1.5e-08M* | -15% | u | 0.2% | i | -3.0% | 1.2e-08M*
COc1cccc(-c2ccc(-c3noc(-c4ccccc4F)n3)c(OC)n2)c1 | 0% | i | i | 16% | 4.2e-08M* | 12% | -4% | -1.7% | i | -0.6% | 5.1e-08M*
COc1ccc(-c2nc(C#N)c(N3CC(C)OC(C)C3)o2)cc1OC (stereo unspecified) | 1% | i | u | -20% | 3.5e-08M* | 11% | 0% | -0.1% | u | 0.2% | 3.2e-08M*
O=C(NCc1ccco1)C(c1ccco1)N(CCc1ccccc1)C(=O)Cn1nnc2ccccc21 (stereo unspecified) | -5% | i | i | 16µM* | i | 36%[activator] | -2% | 2.3% | i | -1.2% | i
COc1ccc(-n2cnnc2SCC(=O)c2cc(C)n(Cc3cccs3)c2C)cc1 | -4% | i | i | 25µM* | i | 14% | -6% | 0.2% | u | -0.6% | i
Cc1ccccc1N(CC(=O)Nc1ccccc1C(=O)O)S(C)(=O)=O | -1% | x | x | -4% | x | -4% | 0% | 0.5% | x | 0.7% | x
COc1ccc(CCNS(=O)(=O)c2cn(C)c(=O)n(C)c2=O)cc1OC | -8% | x | x | u | x | x | -14% | -2.6% | x | 1.0% | x
Nn1c(SCC(=O)N2CCOCC2)nnc1-c1ccc(Cl)cc1Cl | 3% | i | i | -4% | i | 5% | -14% | -0.6% | u | -0.7% | i
CCOC(=O)C1CCN(CCC(=O)Nc2cccc(Cl)c2C)CC1 | 3% | i | u | 5% | u | 1% | -1% | -4.4% | i | -1.3% | i
COc1cc(C(=O)OCc2cc3ccccc3[nH]c2=O)cc(OC)c1OC | 0% | i | u | 9% | i | 1% | 0% | -2.4% | i | -0.5% | i
CC(Oc1ccc(Cl)cc1Cl)C(=O)Nc1ncccn1 (stereo unspecified) | 0% | x | x | 1% | x | x | 0% | -0.7% | x | -0.8% | x
Cc1ccc(-n2c(C)cc(C3N=C(N)Nc4nc5ccccc5n43)c2C)c(C)c1 (stereo unspecified) | -4% | i | i | 1% | i | 5% | -3% | -1.1% | i | 0.9% | i
O=C(CCCN1C(=O)c2ccccc2C1=O)Nc1nncs1 | 0% | i | i | 9% | u | -3% | 0% | -2.2% | i | 0.0% | u
N#Cc1cccc(NC(=O)N2CCCC3(CCN(C(=O)c4cc(C(F)(F)F)cc(C(F)(F)F)c4)CC3)C2)c1 | -7% | i | i | 4% | i | 154%[activator] | 0% | -0.2% | i | -0.8% | i
CCn1c(SCC(=O)N2CCCC2)nc2ccccc2c1=O | -1% | i | i | u | i | 1% | 1% | 2.6% | u | 1.2% | i
O=C(CN1CCN(Cc2ccc3c(c2)OCO3)CC1)N1CCc2[nH]c3ccccc3c2C1 | -15% | i | i | -16% | i | 33%[activator] | -15% | -1.9% | i | -0.3% | i
N#CC1=C(N)Oc2n[nH]c(-c3cccs3)c2C1c1cccs1 (stereo unspecified) | 0% | i | i | 19% | i | -16% | -1% | -0.6% | i | -0.7% | i
CN1CCC(OC(=O)COc2ccc(C(C)(C)C)cc2)CC1 | 0% | i | 3e-08M* | 7% | i | 6% | 0% | -13% | i | -1.0% | i
O=C(O)c1cc(N2C(=O)C3C4C=CC(C4)C3C2=O)ccc1NCc1cccnc1 (stereo unspecified) | -1% | i | u | 8% | 2.2e-08M* | -2% | -1% | -0.9% | i | 1.0% | 2.3e-08M*
Cc1ccc(-c2nn3c(-c4ccco4)nnc3c3ccccc23)cc1S(=O)(=O)N1CCOCC1 | -1% | i | u | u | i | 2% | 0% | -0.6% | i | -1.4% | i
CCCCn1c(CNC(=O)CC)nc2ccccc21 | -1% | x | x | -1% | x | x | 0% | 2.5% | x | -0.2% | x
O=C(C1CCC1)N1CCc2cc(S(=O)(=O)NCc3ccco3)ccc21 | 1% | i | i | u | i | -11% | -2% | -0.9% | u | -0.9% | i
CN(C1CCS(=O)(=O)C1)S(=O)(=O)c1ccc(N2CCCC2=O)cc1 (stereo unspecified) | 0% | i | u | 0% | i | 5% | 1% | 0.1% | i | 0.6% | i
O=C1CC(N2CCN(c3ccccc3F)CC2)C(=O)N1c1ccc2c(c1)OCCO2 (stereo unspecified) | 1% | i | u | 4% | u | -8% | 6% | -1.6% | i | -0.2% | i

Another view of part of the listing above.
Nn1c(SCC(=O)N2CCOCC2)nnc1-c1ccc(Cl)cc1Cl
  Casp1 inh: 3%	Rhodamine fluor: i	Fluorescein fluor: i	HEK293 cAMP ctrl: -4%	A350 fluor: i	USP2a inhib: 5%	Casp7 inh: -14%	BRCT inh green: -0.6%	TexasRed autofl: u	BRCT PPI red: -0.7%	4-MU autofl: i

CCOC(=O)C1CCN(CCC(=O)Nc2cccc(Cl)c2C)CC1
  Casp1 inh: 3%	Rhodamine fluor: i	Fluorescein fluor: u	HEK293 cAMP ctrl: 5%	A350 fluor: u	USP2a inhib: 1%	Casp7 inh: -1%	BRCT inh green: -4.4%	TexasRed autofl: i	BRCT PPI red: -1.3%	4-MU autofl: i

Going on with the list.
SMILES | Casp1 inh | Rhodamine fluor | Fluorescein fluor | HEK293 cAMP ctrl | A350 fluor | USP2a inhib | Casp7 inh | BRCT inh green | TexasRed autofl | BRCT PPI red | 4-MU autofl
CC(=O)N1CCCC1C(=O)O (stereo unspecified) | 5% | x | x | x | x | 0% | 2% | 0.5%[3.08 µM] | x | -1.0% | x
Cc1oc(-c2ccccc2F)nc1CS(=O)CC(=O)NCc1cccs1 (stereo unspecified) | -4% | x | x | u | x | x | -3% | -1.4% | x | -0.1% | x
CC(C)N(C(=O)CSc1nnc(-c2cc3ccccc3cc2O)n1Cc1ccco1)C(C)C | -4% | i | i | u | u | 54%[activator] | -4% | 0.8% | u | 0.1% | i
Cc1cccc(OCc2nnc(SCC(=O)c3ccccc3)o2)c1 | -3% | i | i | 4µM* | i | -3% | 0% | 1.7% | i | 0.1% | i
O=C(NCC(c1cccnc1)N1CCN(c2ccccc2F)CC1)OCc1ccccc1 (stereo unspecified) | -1% | i | i | 19% | i | 8% | -2% | -0.9% | i | 0.5% | i
CN(C)CC(C)(C)CNC(=O)C1CCN(Cc2ccccc2O)CC1 | 0% | i | i | u | i | -6% | 0% | 0.1% | i | 0.5% | i
CCc1nnc(NC(=O)CSc2nnc(CCc3nc4ccccc4[nH]3)n2C)s1 | 0% | i | i | -19% | u | -5% | -2% | -0.9% | i | 0.4% | u
COc1ccc(C(C)C)cc1S(=O)(=O)NCc1ccccn1 | 1% | i | u | 14% | i | 4% | 1% | 0.1% | u | -1.2% | i
CCOC(=O)C1CCN(C(=O)Cn2cc(C(=O)C3CC3)c3ccccc32)CC1 | -1% | i | i | 6% | i | 3% | -1% | -0.5% | i | -1.1% | i
O=C(NC(=O)N1CCN(c2cccc(Cl)c2)CC1)c1ccccc1 | -1% | i | u | -1% | i | -1% | 1% | -0.4% | i | 1.3% | i
COc1ccc(S(=O)(=O)Cc2ccc(C(=O)N3CCN(c4cc(Cl)ccc4C)CC3)o2)cc1 | -3% | x | x | u | x | x | -4% | 0.7% | x | 2.0% | x
O=C(Cn1nc(-c2ccccc2)c2ccccc2c1=O)Nc1ccccn1 | -2% | x | x | u | x | 38%[activator] | -2% | 3.6% | x | -0.4% | x
COc1ccccc1Nc1nc(N)nc(CSc2ncccn2)n1 | 0% | i | i | -1% | i | 0% | 0% | 0.8% | i | -0.4% | i
CO[C@@H]1COC(=O)CC=C[C@@H](C)[C@@H]2C=C[C@H](O)[C@@H](COC(=O)C/C=C\[C@H]1C)O2 | -1%[11.5 µM] | x | x | 2%[11.4 µM] | x | x | -2%[11.5 µM] | 0.3%[15.4 µM] | x | -0.8%[15.4 µM] | x
CCOCCOCN(C#N)c1nc(OC)nc(N(C)C)n1 | -1% | i | u | 13% | i | x | 3% | -0.5% | i | -1.4% | i
Cc1ccc(-c2nc(C3CCN(S(C)(=O)=O)CC3)no2)cc1 | 1% | i | i | 3% | i | 8% | 0% | -0.3% | i | -3.0% | i
CCOC(=O)Cc1ccc(NS(=O)(=O)c2ccc(SC)cc2)cc1 | -1% | x | x | 19% | x | 1% | -2% | -1.0% | x | -2.2% | x
CN=c1sc2ccccc2n1CC(O)COc1ccccc1 (stereo unspecified) | x | i | i | x | i | x | x | x | i | x | i
O=C(c1ccc(Cl)cc1)c1ccccc1C(=O)N1CCOCC1 | 0% | i | u | 15% | i | -10% | 0%[0.00368 µM] | -0.7% | u | 1.5% | i
C=C(C)Cn1c(=O)c(NC(=O)c2ccccc2)c2n(c1=S)CCC2 | -2% | i | i | 12% | i | -3% | 1% | -3.5% | i | 1.9% | i
Cc1ccccc1-n1c(=O)cc(N2CC(C)OC(C)C2)[nH]c1=O (stereo unspecified) | 1% | i | i | 16% | i | 5% | 1% | -2.6% | i | 0.4% | i
CC1Cc2ccccc2N1C(=O)Cn1nnc(-c2ccccc2NC(=O)C2CCC2)n1 (stereo unspecified) | -4% | i | i | u | i | x | -5% | -1.3% | u | 0.5% | i
